Screening data (PubChem)
TGFb inhibitor – qHTS for Inhibitors of TGF-b. HepG2 CAGA-GFP TGF-b/SMAD3 reporter, GFP fluorescence, 18 h; TGF-beta stimulated, 500 pg/mL final. Potency, µM (titrated, usually from 46.1 µM), inactives show at the highest dose activity, negative = inhibition, usual class: inhibitors. actives 1.2% (n = 410,000); further: on the % scale 0 is the no-effect control and ±100 the full control effect; nearly all actives have a fitted effect of over 65% in size
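HEPG2 CAGA-GFP cells (1000/well, DMEM with 1% FBS) were pre-incubated 2 h at 37 degrees C, given compound by pin tool, then stimulated with TGF-beta at 500 pg/mL final for 18 h before per-cell GFP fluorescence imaging.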
EPAC2 antag – qHTS for Antagonist of cAMP-regulated guanine nucleotide exchange factor 2 (EPAC2): primary screen | actives 0.18% (n = 360,000) | EPAC2 GEF exchange of Rap1B-BODIPY-GDP, fluorescence | Potency, µM (series often up to 114 µM), for inactives: top-dose activity, negative = inhibition, actives largely listed as inhibitors | AID 720708, 2013; further: on the % scale 0 is the no-effect control and ±100 the full control effect; nearly all actives have a fitted effect of over 45% in size; many of its hits are not listed in these tables
Target sequence (Q8WZA2 whole entry, looked up): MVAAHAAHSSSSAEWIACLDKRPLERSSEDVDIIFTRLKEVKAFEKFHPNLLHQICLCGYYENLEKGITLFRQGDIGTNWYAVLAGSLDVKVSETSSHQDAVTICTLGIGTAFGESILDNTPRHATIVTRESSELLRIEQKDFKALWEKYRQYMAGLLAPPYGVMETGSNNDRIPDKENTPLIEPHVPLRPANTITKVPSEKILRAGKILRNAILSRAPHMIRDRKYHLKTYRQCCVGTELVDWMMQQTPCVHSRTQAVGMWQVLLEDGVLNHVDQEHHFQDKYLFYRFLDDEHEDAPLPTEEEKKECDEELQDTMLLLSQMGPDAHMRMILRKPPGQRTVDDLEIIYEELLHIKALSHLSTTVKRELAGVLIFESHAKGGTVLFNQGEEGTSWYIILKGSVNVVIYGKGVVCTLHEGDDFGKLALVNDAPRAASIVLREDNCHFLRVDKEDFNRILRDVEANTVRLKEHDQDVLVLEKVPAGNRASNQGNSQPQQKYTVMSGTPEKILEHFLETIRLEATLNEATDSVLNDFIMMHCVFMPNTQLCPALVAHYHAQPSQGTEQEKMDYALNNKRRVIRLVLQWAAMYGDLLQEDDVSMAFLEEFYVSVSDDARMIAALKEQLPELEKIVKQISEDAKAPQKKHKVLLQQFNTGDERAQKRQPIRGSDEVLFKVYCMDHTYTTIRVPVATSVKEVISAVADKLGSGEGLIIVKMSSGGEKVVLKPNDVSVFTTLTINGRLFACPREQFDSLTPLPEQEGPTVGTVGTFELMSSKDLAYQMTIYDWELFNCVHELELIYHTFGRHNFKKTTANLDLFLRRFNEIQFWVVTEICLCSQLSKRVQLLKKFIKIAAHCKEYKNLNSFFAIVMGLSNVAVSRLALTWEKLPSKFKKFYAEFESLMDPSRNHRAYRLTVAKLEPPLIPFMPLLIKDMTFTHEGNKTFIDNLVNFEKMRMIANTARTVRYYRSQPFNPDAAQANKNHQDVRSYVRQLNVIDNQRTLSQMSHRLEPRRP
Nrf2 activator – qHTS of Nrf2 Activators. actives 0.31% (n = 410,000). AID 624171, 2012. Potency, µM (series often up to 46.1 µM), without a hit: at the highest dose activation, usual class: activators. AREc32 ARE-luciferase reporter (MCF7-derived line), luminescence, 24 h; further: % of control where 0% means no effect; nearly all actives have a fitted effect of over 65% in size
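Luciferase luminescence (Steady-Glo, 30 min at room temperature) served as the read-out of ARE activation in AREc32 cells treated with compounds for 24 hr at 37 deg C.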
MCF10A rerep – A quantitative high throughput screen for small molecules that induce DNA re-replication in MCF 10a normal breast cells. actives 2.9% (n = 350,000). Potency, µM (doses to about 46.1 µM), for the others: at the top dose activity, positive = re-replication, hits mostly activators. MCF 10A DNA re-replication, Hoechst nuclear intensity, 48 h; further: % of control where 0% means no effect; nearly all actives have a fitted effect of over 50% in size
Nrf2 inh – Nrf2 qHTS screen for inhibitors | Potency, µM (series often up to 46 µM), for the others: at the top dose activity change, negative = inhibition, actives largely listed as inhibitors | AID 504444, 2011 | actives 2.1% (n = 360,000) | A549 ARE-Fluc reporter, luciferase luminescence, 18-24 h; further: on the % scale 0 is the no-effect control and ±100 the full control effect; nearly all actives have a fitted effect of over 60% in size
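Concentration-response testing used A549 ARE_Fluc cells at 5000 cells/well. Following an 18-24 h compound incubation, viability was read by fluorescence (Ex 405/Em 525) and luciferase output by luminescence.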
HepG2 viability – qHTS for Inhibitors of TGF-b: Cytotox Counterscreen. HepG2 CAGA-GFP viability, ATP luminescence, 18 h. Potency, µM (top dose mostly 46.1 µM), for inactives: at the top dose activity change, negative = cytotoxicity, hits mostly cytotoxic. actives 0.76% (n = 410,000). AID 588856, 2011; further: some results filed as inactive show a strong effect at the top dose
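HepG2 CAGA-GFP cells (1000/well, DMEM with 1% FBS) received compound, then TGF-beta at 500 pg/mL final, and were incubated 18 hours at 37 degrees C. Viability was read by CellTiter-Glo luminescence. Media-only wells were set as complete cell-killing and DMSO as no toxicity.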
ATXN viability – Viability Counterscreen for Primary qHTS for Inhibitors of ATXN expression; S2 cells (HEK-293 line with an ATXN2-luciferase reporter) viability, CellTiter-Fluor protease fluorescence, 24 h; Potency, µM (doses to about 56.7 µM), hits mostly cytotoxic; actives 0.49% (n = 400,000); AID 651635, 2014; further: nearly all actives have a fitted effect of over 40% in size
A549 tox – Nrf2 qHTS screen for inhibitors: counterscreen for cytotoxicity | actives 0.16% (n = 390,000) | Potency, µM (doses to about 46 µM), without a hit: at the highest dose activity change, negative = cytotoxicity, usual class: inhibitors | A549 ARE-Fluc cells, CellTiter-Fluor viability, 18-24 h; further: on the % scale 0 is the no-effect control and ±100 the full control effect
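A549 ARE-Fluc cells in 5% FBS OPTI-MEM, 5000 cells/well, rested 2 h then exposed to compounds in concentration-response for 18-24 h at 37 °C. Viability by CellTiter-Fluor fluorescence (Ex 405/Em 525) after 30 min; luciferase luminescence (BugLite, 15 min, RT) read afterwards.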
ATXN2 expr inh – Primary qHTS for Inhibitors of ATXN expression; HEK-293 ATXN2-luciferase reporter, luminescence, 24 h; Potency, µM (titrated, usually from 57 µM), for inactives: at the top dose activity change, negative = inhibition, actives largely listed as inhibitors; actives 0.72% (n = 360,000); AID 1745845, 2022; further: on the % scale 0 is the no-effect control and ±100 the full control effect; nearly all actives have a fitted effect of over 55% in size
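qHTS (up to 57 uM final) was run with 24 h compound exposure of reporter cells at 37 °C. Each well was multiplexed: SteadyGlo luminescence measured ATXN2-luciferase expression after a fluorogenic Gly-Phe-AFC viability readout (25 uM final).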
Active calls of the source: *; i = inactive; u = inconclusive; x = no result given; [ ] = remark or other dose. The call rests on the fitted dose curve; in most records, active means well fitted curve in the direction sought with a large enough effect; inconclusive means small, poorly fitted or top-dose-only effect, or another doubt; inactive means no such curve, though single readings can be large; an effect the other way counts as inactive or inconclusive. Potency means the concentration at half of the fitted maximal effect. This is a subset; count on the stated rates, not on these rows.

SMILES	TGFb inhibitor	EPAC2 antag	Nrf2 activator	MCF10A rerep	Nrf2 inh	HepG2 viability	ATXN viability	A549 tox	ATXN2 expr inh
Clc1ccc(CN2CC[C@H]3C=CCc4cccc(c43)C2)cc1	-20.1%	-8.1%	0.1%	13.7%	24.2%	-30.0%	i	5.3%	3.1%
CN(CC(=O)Nc1ccccc1F)S(=O)(=O)c1ccc2c(c1)c(=O)n(C)c(=O)n2C	-10.2%	x	-0.7%	x	5.5%	-0.4%	i	-0.1%	1.5%
COc1ccc(C(=O)NNC(=O)CCC(=O)Nc2cc(C)on2)cc1	-2.7%	-1.1%	0.0%	3.3%	-16.9%	-0.9%	i	0.2%	-5.6%
COc1cc(/C=N/NC(=O)c2cc(-c3cccc(Br)c3)nc3ccccc23)cc(OC)c1O	u	6.3%	2.3%	u	-9.4%	-15.7%	i	0.5%	-24.2%
O=C(N[C@@H](Cc1ccccc1)c1nc2ccccc2[nH]1)c1cc([N+](=O)[O-])ccc1Cl	u	7.1%	-1.0%	u	-29.9%	-5.9%	i	-27.9%	x
CC(/C=N/NC(=O)c1ccccc1C)=C\c1ccccc1	5.8%	-0.5%	4.7%	-4.0%	10.7%	1.6%	i	10.6%	x
Cc1ccc(C)c(-n2nnnc2Sc2nc([N+](=O)[O-])nn2C)c1	u	22.1%	u	0.4%	10.2%	-1.6%	i	-4.4%	0.4%
COc1ccc(OC)c(NC(=O)CN(Cc2ccccc2)S(C)(=O)=O)c1	-2.3%	-12.0%	-0.2%	1.03µM*	-2.8%	-8.7%	i	6.3%	-26.7%
C(=N\Nc1nc(-c2ccccn2)nc2ccccc12)/c1ccccc1	1.78µM*	x	x	x	u	-35.4%	x	u	x
Cc1oc2ncnc(N3CCOCC3)c2c1C(=O)NCc1ccc(Cl)cc1	7.2%	x	3.9%	x	44.8%	-7.3%	x	-7.8%	x
Cc1ccc(-c2noc(CCCC(=O)NC3CCCCC3)n2)cc1	-23.7%	1.5%	-0.5%	9.5%	u	-16.2%	i	-3.4%	18.6%
CN(C)CCCN(C(=O)c1ccc(C(=O)c2ccccc2)cc1)c1nc2cc3c(cc2s1)OCO3	u	-8.6%	-0.7%	u	-8.5%	11.2µM*	u	-6.2%	u

A second format for part of the listing above.
| Molecule | TGFb inhibitor | EPAC2 antag | Nrf2 activator | MCF10A rerep | Nrf2 inh | HepG2 viability | ATXN viability | A549 tox | ATXN2 expr inh |
| --- | --- | --- | --- | --- | --- | --- | --- | --- | --- |
| CN(CC(=O)Nc1ccccc1F)S(=O)(=O)c1ccc2c(c1)c(=O)n(C)c(=O)n2C | -10.2% | x | -0.7% | x | 5.5% | -0.4% | i | -0.1% | 1.5% |
| CN(C)CCCN(C(=O)c1ccc(C(=O)c2ccccc2)cc1)c1nc2cc3c(cc2s1)OCO3 | u | -8.6% | -0.7% | u | -8.5% | 11.2µM* | u | -6.2% | u |
| C(=N\Nc1nc(-c2ccccn2)nc2ccccc12)/c1ccccc1 | 1.78µM* | x | x | x | u | -35.4% | x | u | x |
| Cc1oc2ncnc(N3CCOCC3)c2c1C(=O)NCc1ccc(Cl)cc1 | 7.2% | x | 3.9% | x | 44.8% | -7.3% | x | -7.8% | x |

(more compounds)
SMILES	TGFb inhibitor	EPAC2 antag	Nrf2 activator	MCF10A rerep	Nrf2 inh	HepG2 viability	ATXN viability	A549 tox	ATXN2 expr inh
Cc1ccc(-n2c(NN)nc3ccccc3c2=O)c(C)c1	-17.9%	4.5%	0.1%	3.2%	-23.6%	-5.6%	i	-3.9%	-17.5%
O=C(NCc1ccccc1Cl)c1[nH]c(C(F)(F)F)nc1-c1ccccc1	u	-0.5%	0.3%	x	x	-62.5%	i	x	-7.7%
COC(=O)[C@@H](Cc1c[nH]c2ccccc12)NC(=O)C1CCCN(S(=O)(=O)c2ccc(C)cc2)C1 (some centres not stated)	u	-10.3%	0.4%	u	6.6%	-51.5%	u	0.0%	-7.2%
CCOC(=O)c1ccc(N2C(=O)c3n[nH]c(C)c3C2c2ccccn2)cc1 (configuration not stated)	-6.9%	-21.5%	3.2%	3.2%	6.7%	-11.0%	i	3.5%	-5.2%
C[C@H](NC(=O)CCCn1nnc2ccccc2c1=O)C(=O)O	-8.2%	5.5%	0.0%	-0.2%	9.9%	4.3%	i	-7.6%	15.9%
Cc1cccc(C(=O)NCC(=O)N2CCCC2)c1	1.0%	7.4%	-0.2%	-3.7%	1.3%	-3.8%	i	-2.6%	20.9%
Cc1ccc(C(C)C)c(OCC(=O)NCC(c2cccs2)N2CCOCC2)c1 (configuration not stated)	-19.9%	u	3.2%	u	u	7.6%	i	-0.1%	-31.9%
O=C(Nc1ccccc1N1CCCC1)c1ccccc1Cl	-0.4%	-28.3%	0.1%	0.5%	-11.7%	-11.9%	i	-4.1%	3.3%
CC1=C(C(=O)OC(C)C)C(C2CC=CCC2)NC(=O)N1 (configuration not stated)	-2.3%	21.3%	0.2%	u	-1.5%	-5.4%	i	8.5%	0.1%
Cn1cnnc1SCc1ccc(C#N)cc1Cl	10.7%	1.6%	-0.5%	-1.4%	-5.5%	6.1%	i	2.9%	5.8%
COc1cccc(CNC(=O)c2oc3c(c2C)-c2nn(Cc4cccc(Cl)c4)cc2CC3)c1OC	-19.1%	x	-0.7%	x	3.3%	-5.2%	x	0.0%	x
CC1CCN(C(=O)C2c3ccccc3C(=O)N3CCc4ccccc4C23)CC1 (configuration not stated)	-30.2%	-2.0%	-0.3%	10.9%	4.4%	-7.3%	i	-18.7%	-10.5%
CCN(C(=O)COC(=O)c1sccc1C)c1c(N)n(Cc2ccccc2)c(=O)[nH]c1=O	0.0%	9.8%	4.2%	-0.4%	-4.9%	1.1%	i	-6.6%	1.0%
CCOc1cc(/C=C2\SC(=S)N(NS(=O)(=O)c3ccccc3)C2=O)ccc1O	3.2%	u	3.6%	-6.3%	u	-23.2%	11.2µM*	-25.5%	x
O=C(c1cccs1)N1CCN(CCCc2ccccc2)CC1	0.6%	0.8%	0.0%	12.4%	x	2.5%	i	2.6%	-5.0%
Cc1cc(NC(=O)c2c(C)noc2C)no1	3.7%	-0.5%	0.2%	16.4µM*	8.8%	3.4%	i	-0.1%	-6.5%
N#C/C(=C\c1cc(O)c(O)c(O)c1)C(N)=O	-10.8%	-10.8%	2.4%	-2.1%	u	17.4%	i	u	x
Cn1cccc1C(=O)OCC(=O)Nc1cccc(S(=O)(=O)N2CCOCC2)c1	-2.6%	-8.0%	0.4%	u	-1.0%	-22.4%	i	9.5%	x
O=C(NCCC1=CCCCC1)c1ccc2c(c1)N(Cc1ccccc1)C(=O)CS2	u	-3.3%	3.1%	u	x	-13.4%	u	-16.0%	-34.4%
CCCCCn1c(N)c(-c2nc3ccccc3s2)c2c([N+](=O)[O-])nn(CC)c(=O)c21	15.1%	-7.2%	0.1%	2.91µM*	14.2%	-13.4%	i	-0.2%	4.5%
O=C(NCc1ccco1)C(c1cccs1)N(C(=O)C1COc2ccccc2O1)c1cccc(O)c1 (configuration not stated)	u	8.4%	3.5%	15.4%	-9.7%	3.1%	i	-9.6%	-8.1%
CN(Cc1c(C(=O)N/N=C/c2cccs2)nnn1-c1nonc1N)c1ccccc1	0.7%	-10.9%	-0.6%	17.1%	u	-0.7%	i	-10.2%	-14.0%
CCOc1ccc(/C=C/C2=NNC(=O)CC2)cc1	0.0%	4.3%	0.0%	0.6%	u	-2.7%	i	1.0%	13.8%[11.3 µM]
CCC(CC)C(=O)c1c[nH]c(C(=O)N2CCN(c3ccc(OC)cc3)CC2)c1	-3.3%	-2.0%	0.0%	0.9%	-0.4%	-21.4%	i	5.7%	-3.2%
COc1ccc(C(=O)COC(=O)CNC(=O)c2cccc(OC(F)F)c2)cc1	3.0%	2.7%	-0.9%	-7.7%	2.5%	-26.7%	i	4.4%	x
Cc1ccc(Sc2nc(-c3ccccc3)ccc2C#N)cc1	0.0%	8.0%	-1.0%	u	-3.3%	-2.9%	i	-2.3%	5.0%
O=C(O)C1CC(Br)C(Br)CC1C(=O)O (configuration not stated)	4.5%	2.1%	0.2%	x	x	-0.1%	u	x	x
CC(C)(C)c1nnc(NC(=O)c2ccc3c(c2)OCO3)s1	-0.3%	5.3%	3.8%	0.2%	u	-2.1%	i	-0.6%	45.6%[activator]
CCOc1ccccc1C(=O)NCC(=O)OCCOc1cccc(Cl)c1	-2.6%	-8.7%	-0.2%	2.6%	1.0%	3.3%	i	0.1%	5.9%
COc1cccc(C2SCC(=O)N2c2cccc(C)c2)c1OC (configuration not stated)	-54.5%	9.8%	-0.6%	0.3%	4.1%	3.0%	i	2.7%	-7.3%
Cc1ccc(NS(=O)(=O)c2ccccc2[N+](=O)[O-])cc1C	-1.5%	-21.1%	2.4%	4.3%	-23.7%	3.0%	i	-6.1%	10.6%
CCC(C)(C)n1nnnc1C(C(C)C)N1CCSCC1 (configuration not stated)	-0.7%	16.9%	-0.5%	68.6%	8.1%	7.4%	i	-1.5%	-10.4%
C[C@H](NC(=O)OC(C)(C)C)c1nnc(SCC(N)=O)o1	-1.7%	3.9%	-0.2%	8.9%	-2.4%	-13.0%	i	-1.9%	3.8%
Cc1cccc(C)c1Nc1c(-c2ccccn2)nc2ccccn12	u	u	3.9%	u	u	-16.6%	10µM*	u	x
O=C(Nc1ccccc1C(=O)Nc1ccncc1)c1ccccc1	15.6%	1.9%	0.9%	-0.5%	u	-13.9%	i	-20.2%	-5.4%
Cc1ccc(NC(=O)CN2CCC(C(=O)c3ccc4c(c3)OCCO4)CC2)cc1	-8.4%	-3.9%	2.1%	13.2%	u	-33.0%	i	-6.6%	-10.4%
CC(C)(C)c1ccc(S(=O)(=O)c2cnc(SCC(=O)Nc3ccc4c(c3)OCCO4)[nH]c2=O)cc1	u	x	1.5%	x	10.6%	-2.8%	x	2.2%	x
COc1cc(CCC(=O)NNC(=O)c2ccc(Cl)cc2)cc(OC)c1OC	0.4%	-5.2%	0.0%	8.7%	4.4%	0.6%	i	10.0%	-21.0%
